# XBP1 UPR activ: activators of adaptive arm of unfolded protein response (XBP1); CHO-XBP1 luciferase reporter, IRE1-XBP1 UPR activation, luminescence; percent of tunicamycin response, DMSO as zero; activation, % at 20 µM; 0.33% of 330,000 active;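 active = versus positive control, 20 µM dose yields 30% or more activation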;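 note: 100% = tunicamycin at 10 µg/mL and 0% = DMSO only wells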
#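 Material: CHO cell line with stable XBP1 luciferase reporter; buffer or medium: F12 medium containing 10% fetal bovine serum; compound: single point, 20 µM final compound, 1% DMSO; incubation: 6 h treatment, 37 °C; measured by: glow luminescence from Steady-Glo reagent; evaluation: activation, % of tunicamycin; control set: tunicamycin high, DMSO low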
# Mdm2 MdmX PPI: disrupts the human Mdm2-MdmX interaction; 3% of 330,000 active; inhibition, % at 8 µM; SaOS-2 split-luciferase Mdm2/MdmX complementation, luminescence;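 active = inhibition of at least 50% at 8 µM in the primary screen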
# CHOP UPR activ: activators of apoptotic arm of unfolded protein response (CHOP). CHO-CHOP luciferase reporter, UPR activation, luminescence; percent of tunicamycin response over DMSO baseline. activation, % at 10 µM. 0.34% of 330,000 active. AID 449763;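 active = at 10 µM dose, activation of 40% or more, normalized to positive control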;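 note: 100% = tunicamycin at 10 µg/mL and 0% = DMSO alone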
#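 Material: CHO-CHOP cells, stable luciferase reporter of PERK-eIF2a-CHOP signalling; quantity: 500 reporter cells seeded per well; buffer or medium: F12 medium containing 10% fetal bovine serum; compound: one dose, 10 µM in 0.5% DMSO; incubation: 6 h compound treatment, 37 °C; measured by: Steady-Glo luciferase luminescence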
# Jurkat NFkB inh: inhibitors of the PMA/ionomycin-induced NF-kB reporter in Jurkat cells | PMA/ionomycin-induced NF-kB luciferase reporter, luminescence | inhibition, % at 4 µM | 0.53% of 330,000 active; in the data active = inhibition above about 50%
# APJ antagonist: antagonists of human APJ apelin receptor; P35414; CHO-K1 APJ beta-arrestin complementation, luminescence; inhibition, % at 20 µM; 0.32% of 330,000 active; AID 2521;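 active = inhibition above about 40% at 20 µM, limit read from the data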;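 note: cells challenged with 10 nM apelin-13 agonist together with compound; plate controls were apelin-13 plus DMSO wells for no effect and DMSO wells lacking apelin-13 for full effect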
# Target sequence (P35414 whole entry, looked up): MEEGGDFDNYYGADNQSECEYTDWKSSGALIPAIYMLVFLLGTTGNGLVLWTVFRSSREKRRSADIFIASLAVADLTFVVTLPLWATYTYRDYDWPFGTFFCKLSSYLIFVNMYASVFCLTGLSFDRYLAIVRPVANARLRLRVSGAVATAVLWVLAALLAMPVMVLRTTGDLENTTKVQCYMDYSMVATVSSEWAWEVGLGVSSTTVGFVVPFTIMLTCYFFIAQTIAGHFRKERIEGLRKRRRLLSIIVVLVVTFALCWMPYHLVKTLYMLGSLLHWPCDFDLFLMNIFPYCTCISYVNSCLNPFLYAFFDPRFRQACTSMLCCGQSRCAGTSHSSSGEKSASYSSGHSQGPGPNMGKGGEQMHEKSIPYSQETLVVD
# APJ agonist: agonists of human APJ apelin receptor | CHO-K1 APJ PathHunter beta-arrestin, luminescence; 0% DMSO wells, 100% apelin | activation, % at 20 µM | 0.11% of 330,000 active | AID 2520;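 active = activation more than six SD over the plate average, tested at 20 µM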;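 note: 0% = DMSO alone and 100% = apelin-13 at 10 nM; some results filed as inactive read as strong as hits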
#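 Material: CHO-K1 APJ beta-arrestin complementation cell line; Input: cell density 1000 per well; Incubation: compound stimulation 90 min at 25 °C, detection 60 min; Signal: luminescence from split beta-galactosidase complementation, Galacton Star/Emerald II substrate; Controls: DMSO-only wells as negative, 10 nM Apelin-13 as positive control.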
# tim23-1 inh: inhibits growth of tim23-1 mutant yeast. S. cerevisiae tim23-1 growth, BacTiter-Glo luminescence, 24 h. inhibition, % at 20 µM. 1.3% of 330,000 active;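 active = growth inhibition of the mutant yeast at or above 50%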;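 note: temperature-sensitive mutant grown at 25 °C; plate controls were DMSO-treated mutant yeast for no effect and medium wells lacking yeast for full effect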
# 697 NFkB inh: inhibitors of the PMA/ionomycin-induced NF-kB reporter in 697 B cells | 0.33% of 330,000 active | 697 B-cell NF-kB luciferase reporter, 16 h | inhibition, % at 4 µM; in the data active = inhibition above about 35%
# Numbers without * were called inactive.
SMILES,XBP1 UPR activ,Mdm2 MdmX PPI,CHOP UPR activ,Jurkat NFkB inh,APJ antagonist,APJ agonist,tim23-1 inh,697 NFkB inh
COCc1cc(=O)[nH]c2cc(NC(=O)c3cccc(OC)c3)c(C)cc12,-2,-13,-1.5,-19,12,-3,4,18
COc1cccc(N=CC2=C(O)CC(C)(C)CC2=O)c1,14,20,14,21,-4,-2,41,13
Cc1cc(/C=C2\SC(=S)NC2=O)c(C)[nH]1,2,3,1.8,-8,1,-6,3,-8
CC1CCCCN1C(=O)CSc1nc(N)nc(N)n1 (stereo not given),-2,0,2.0,-16,10,-1,13,-9
COc1ccccc1CC(Cc1nc2ccccc2[nH]1)c1nc2ccccc2[nH]1 (stereo not given),-2,13,2.0,-15,-9,-1,20,-9
CCCCN(C)S(=O)(=O)c1cc(Br)cc2c1N(C(=O)C1CC1)CC2,-2,13,-0.5,1,10,-1,41,-24
Cc1ccc(CNC(=O)CN(c2cccc([N+](=O)[O-])c2)S(C)(=O)=O)cc1,0,-16,-0.3,2,-1,-3,6,3
O=C(NNc1cccc(Cl)n1)Nc1ccc(Cl)cc1,-1,-14,-1.1,-13,-13,5,4,-11
CCn1nc(C(=O)Nc2cccc3ccccc23)c(Cl)c1Cl,-1,16,1.0,-6,-3,-8,25,-7
CC(=O)Nc1sc(C)c(C)c1C(=O)Nc1ccc(C)cc1,-3,0,0.5,-1,7,-2,33,-3
Cc1nn(-c2cc(N3CCCCC3)ccc2[N+](=O)[O-])c(=O)c2ccccc12,7,15,-1.3,-9,24,-5,47,12
O=C(c1ccc2nc[nH]c2c1)N1CCc2ccccc2C1,3,-21,0.2,-10,-1,-1,23,1
COCCCn1cn[nH]c1=S,-2,5,-0.8,4,-3,-2,1,-5
O=C1NC(Cc2ccccc2)c2nc3ccc(F)cc3c(=O)n2-c2cc(Cl)ccc21 (stereo not given),1,-31,1.3,8,18,0,22,-9
CC1=C(OC(=O)c2ccc(Br)cc2)C(C)(C)C(c2ccccc2)OC1=O (stereo not given),-6,-10,2.8,-11,5,0,40,-14
COc1ccccc1CNC(=O)N/C=C/c1ccc(Cl)cc1,-3,4,-1.1,2,0,-1,-3,-10
CC(C)(C)OC(=O)N1CCCN(C(=O)Nc2ccc(C(F)(F)F)cc2)CC1,-2,21,-1.4,-7,-4,3,13,8
COc1cccc2cc(C(=O)N(C)C3CCN(C)CC3)c(=O)oc12,5,1,-0.2,-14,14,-5,2,19
COc1cccc(NC(=O)CN(c2ccc3c(c2)OCO3)S(C)(=O)=O)c1,-1,-34,-0.2,3,3,-4,3,4
CCc1cccc(CC)c1NC(=S)NCCc1c(C)[nH]c2ccc(C)cc12,3,71*,2.6,11,-6,-2,46,1
COc1ccc(N2C(=O)CCC(C(=O)Nc3cccc(C)n3)C2c2ccc(OC)c(OC)c2)cc1 (stereo not given),1,17,1.9,-5,-7,0,6,9
CC1C(=O)N2CCCc3cc(NC(=O)C(=O)NCc4ccc5c(c4)OCO5)cc1c32 (stereo not given),-4,40,0.7,9,-39,-3,1,-3
CCOC(=O)CCc1c(C)c2ccc(OCc3nn[nH]n3)c(C)c2oc1=O,1,19,-1.6,0,-12,-1,6,-7
O=C(COC(=O)CSc1cccc2cccc(Cl)c12)Nc1ncc(C(F)(F)F)cc1Cl,-1,-5,1.0,-1,-23,5,22,7
O=C(CNC(=O)c1ccco1)NCC(=O)OCc1ccccc1Br,4,22,-2.1,-4,28,-3,-2,-6
SMILES,XBP1 UPR activ,Mdm2 MdmX PPI,CHOP UPR activ,Jurkat NFkB inh,APJ antagonist,APJ agonist,tim23-1 inh,697 NFkB inh
O=C(Nc1ccccc1)c1nc[nH]c1C(=O)NCCNC(=O)c1[nH]cnc1C(=O)Nc1ccccc1,2,47,1.5,13,-1,0,10,24
COc1ccc(-n2nc([N+](=O)[O-])c(=NCc3cccnc3)n2O)cc1,1,-114,5.0,-70,-13,7,8,-77
OC1CNCc2cc3c(cc21)OCCO3 (stereo not given),1,7,-2.2,-13,-5,-2,8,14
COc1cc(-c2c(-c3ccc4c(c3)OCO4)noc2-c2ccsc2)ccc1F,1,-21,3.3,12,1,2,16,8
Cc1cc(C)c2nc(-c3ccccn3)cc(C(=O)Nn3cnnc3)c2c1,-1,14,-0.6,15,-9,-1,-8,-20
CC1CCCCN1S(=O)(=O)c1ccccc1[N+](=O)[O-] (stereo not given),0,20,2.6,10,-4,-3,7,-9
O=C(NCCN1CCN(Cc2ccc([N+](=O)[O-])cc2)CC1)C(=O)Nc1ccccc1,0,6,0.6,-5,13,-5,-8,0
COc1ccc(N=CC2=C(O)c3ccccc3C2=O)cc1,-6,-61,-9.9,-81,11,-4,14,-161
COc1cc2ccccc2cc1C(=O)N(CCN(C)C)c1nc2c(C)cccc2s1,-5,38,-0.4,14,5,-4,28,10
COc1cc(C2Nc3ccccc3C(=O)N2c2ccc3c(c2)OCCO3)ccc1OCC(C)C (stereo not given),-2,-40,1.1,-111,-26,4,10,-185
CCOc1cc2[nH]c(=O)n(Cc3ccc(C(=O)NCCOC)cc3)c(=O)c2cc1OCC,0,22,-2.1,-8,-7,-4,-7,9
CCOc1ccc(S(=O)(=O)n2nnc3ccccc32)cc1C(C)C,-1,-13,0.6,-25,7,-4,1,-48
CCOc1ccc(-c2nnc3ccc(SCC(=O)NCc4ccco4)nn23)cc1,-2,10,0.5,7,10,-2,6,13
Cc1ccccc1C(=O)O/N=C(\c1ccccc1)c1ccccn1,-3,16,3.4,-6,13,-1,38,14
Cc1c(C(=O)NCc2ccccn2)oc2ccc(Br)cc12,2,-46,3.4,-26,20,-2,42,-46
Cc1c(CCO)c(=O)n(-c2ccccc2)n1S(=O)(=O)c1ccc(Cl)cc1,-5,16,-0.1,-11,8,-3,6,12
CCOC(=O)C1CCN(c2ncnc3c2oc2ccc(Cl)cc23)CC1,-7,12,-2.7,6,6,-3,10,8
Cc1ccc(O)c(O)c1,2,32,1.4,19,-4,-3,12,-15
COCCNC(=O)/C(C#N)=C/c1ccc(OCC(=O)NC2CCCCC2)cc1,0,-4,1.9,-7,-11,-1,29,7
COc1ccc(NC(=O)C(=O)NCCN2CCN(C(=O)C(c3ccccc3)c3ccccc3)CC2)cc1,-2,21,3.7,-11,1,3,5,-1
Cc1cc(C)cc(NC(=O)C2CCN(S(C)(=O)=O)CC2)c1,-5,-24,-1.3,-10,2,2,17,-37
Nc1nc(C(c2ccccc2)c2ccccc2)cs1,-1,-40,2.4,15,13,-1,26,0
Cc1ccc(NC(=O)Nc2ccccc2C(N)=O)cc1,3,1,21,12,-3,-3,16,-3
COc1ccc(NC(=O)NCc2ccncc2)cc1,-1,7,0.3,16,12,2,19,16
COCCN(C(=O)CC1C(=O)NCCN1Cc1ccc(-c2ccccc2)cc1)C(C)C (stereo not given),-2,16,-1.5,5,2,-3,12,15
SMILES,XBP1 UPR activ,Mdm2 MdmX PPI,CHOP UPR activ,Jurkat NFkB inh,APJ antagonist,APJ agonist,tim23-1 inh,697 NFkB inh
COc1ccc(CCNc2oc(COc3ccccc3Cl)nc2C#N)cc1OC,-4,30,0.9,-4,-20,0,26,-4
COC(=O)C/C(C)=N/Nc1ccc(S(=O)(=O)N2CCCC2)cc1[N+](=O)[O-],0,7,2.0,5,-4,-2,21,3
C=CCC[C@H](Cc1ccc(F)cc1)C(=O)OC[C@@H](NC(=O)[C@@H](CC=C)CC(=O)N[C@H](CO)Cc1ccccc1)C(C)(C)C,7,47,2.6,-4,11,-5,19,-2
COc1ccc(CCN(Cc2cccs2)S(=O)(=O)c2ccc(S(=O)(=O)N3CCC(C)CC3)cc2)cc1OC,-2,-2,-1.6,-21,-10,-4,-7,-7
O=C(O)c1nc(NCCc2ccccc2)ncc1Cl,0,-10,-1.6,-3,-3,0,-3,9
Cn1c(=O)cc(OCCCC(=O)Nc2ccc3c(c2)OCCO3)c2ccccc21,0,40,-2.1,-14,3,-2,-16,21
COCCCNC(=O)Cn1cc(/C=C(\C#N)C(=O)N2CCN(c3ccccc3)CC2)c2ccccc21,2,-15,-0.7,1,4,1,13,14
CCOc1ccc(CCNC(=O)CS(=O)Cc2nc(-c3ccc(OC)cc3)oc2C)cc1OCC (stereo not given),-2,-10,-0.7,-11,4,0,11,-58
O=C(O)c1cc(S(=O)(=O)NCCCN2CCCC2=O)ccc1Cl,-2,-8,-0.4,4,1,-2,-5,4
O=C(O)CCc1nnc(SCC(=O)Nc2ccc(Cl)c(C(F)(F)F)c2)[nH]c1=O,-3,12,-0.2,-4,13,-3,7,6
Cc1cc(=O)oc2cc3c(cc12)OCCN3,0,32,-1.7,-6,12,5,16,4
CCN(CC)S(=O)(=O)c1ccc(OC)nc1,-2,2,-1.6,3,2,-5,0,20
COc1ccc(NC(=S)N2CCN(C/C=C/c3ccccc3)CC2)cc1OC,-8,28,-1.0,8,-1,-3,7,16
Cc1ccc(S(=O)(=O)N2CCCCC2)cc1,-3,-15,-0.3,8,24,-5,23,6
CCCNC(=O)OC[C@H]1O[C@H](CCO/N=C(\C)CCN2CCc3nc(-c4ccccc4)c(-c4ccccc4)cc3C2)C=C[C@@H]1Oc1ccc(OC)cc1,1,9,1.0,2,3,-1,33,-44
O=C1NC(=Nc2ccccc2)S/C1=C\c1cccn1-c1ccccc1,8,10,7.6,-16,16,-2,-8,-144
O=C(NCCS(=O)(=O)N1CCN(c2ccc(F)cc2)CC1)c1ccc2c(c1)OCO2,2,7,-0.2,6,-9,9,8,-3
CNC(=O)n1ccc(C(=O)N2CCCCC2)n1,-2,-8,0.8,10,14,0,3,-5
Cc1cccc(C)c1NC(=O)CN1CCNCC1,0,34,-2.1,19,1,-1,13,12
C[C@H](N)C(=O)N1CCC(C(=O)N[C@@H](Cc2ccccc2)C(=O)Nc2ccc(F)cc2)CC1,2,0,1.7,-15,7,-3,0,4
CS(=O)(=O)N(CC(=O)N1CCCCCC1)c1ccc(Br)cc1,3,0,-1.1,0,-1,-2,22,4
O=C(c1ccco1)N1CCN(S(=O)(=O)c2cccs2)CC1,2,6,-1.7,1,-11,-2,4,6
COc1cc2c(cc1OC)/C(=C/C(=O)c1ccc(C)cc1)NCC2,11,20,1.2,14,-12,2,31,20
CCCc1cc(C(=O)N/N=C/c2ccc(CC)s2)c2ccccc2n1,0,63*,-1.4,56*,11,-1,7,-30

# One compound at a time, as listed above. Values in the order: XBP1 UPR activ	Mdm2 MdmX PPI	CHOP UPR activ	Jurkat NFkB inh	APJ antagonist	APJ agonist	tim23-1 inh	697 NFkB inh
# Cc1nn(-c2cc(N3CCCCC3)ccc2[N+](=O)[O-])c(=O)c2ccccc12 is listed as 7	15	-1.3	-9	24	-5	47	12
# CCOC(=O)CCc1c(C)c2ccc(OCc3nn[nH]n3)c(C)c2oc1=O is listed as 1	19	-1.6	0	-12	-1	6	-7
# CCOC(=O)C1CCN(c2ncnc3c2oc2ccc(Cl)cc23)CC1 is listed as -7	12	-2.7	6	6	-3	10	8
# CCOc1ccc(-c2nnc3ccc(SCC(=O)NCc4ccco4)nn23)cc1 is listed as -2	10	0.5	7	10	-2	6	13
# COCCCNC(=O)Cn1cc(/C=C(\C#N)C(=O)N2CCN(c3ccccc3)CC2)c2ccccc21 is listed as 2	-15	-0.7	1	4	1	13	14

# Reformatted with tabs: entries from further up
structure	XBP1 UPR activ	Mdm2 MdmX PPI	CHOP UPR activ	Jurkat NFkB inh	APJ antagonist	APJ agonist	tim23-1 inh	697 NFkB inh
COc1ccc(NC(=S)N2CCN(C/C=C/c3ccccc3)CC2)cc1OC	-8	28	-1.0	8	-1	-3	7	16
O=C(O)c1cc(S(=O)(=O)NCCCN2CCCC2=O)ccc1Cl	-2	-8	-0.4	4	1	-2	-5	4
